# Assay outcomes as filed in PubChem.
# GAA inhib: qHTS Assay for Inhibitors of Human alpha-Glucosidase as a Potential Chaperone Treatment of Pompe Disease | Lysosomal alpha-glucosidase (Homo sapiens), P10253 | purified human GAA, 4-MU-alpha-glucoside fluorescence | Potency, µM (doses to about 76.9 µM), without a hit: at the top dose activity change, negative = inhibition, actives largely listed as inhibitors | hit rate 0.005% among 200,000 | AID 1466, 2008;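 further: plate controls were uninhibited enzyme wells for no effect and no-enzyme background for full effect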
#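 Activity normalized between no-enzyme (basal) and enzyme-only wells. Conditions: 4 nM human enzyme, 400 uM fluorogenic substrate, citrate/phosphate pH 5.0 with Tween-20, 20 min room temperature, compounds up to 77 uM.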
# GAA spleen mod: qHTS Assay for Inhibitors and Activators of Human alpha-Glucosidase From Spleen Homogenate | Lysosomal alpha-glucosidase (Homo sapiens), P10253 | human spleen homogenate, 4-MU-alpha-glucoside fluorescence | Potency, µM (top dose mostly 79.9 µM), inactives show top-dose activity change, negative = inhibition, usual class: inhibitors | hit rate 0.006% among 240,000 | AID 2112, 2009;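 further: 0% = enzyme with vehicle and -100% = no enzyme basal signal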
#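 Human spleen homogenate (1 ug) with 4-methylumbelliferyl-alpha-D-glucopyranoside (1 mM final) in 50 mM citrate/phosphate pH 5.0, 0.01% Tween-20; 40 min at 37 C. Stopped at pH 10; 4-MU fluorescence Ex 365/Em 440 nm; AC50 by Hill fit.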
# JMJD2E inh: qHTS Assay for Inhibitors of Human Jumonji Domain Containing 2E (JMJD2E); Lysine-specific demethylase 4E (Homo sapiens), B2RXH2; JMJD2E catalytic domain, FDH-coupled NADH fluorescence (FDH is formaldehyde dehydrogenase); Potency, µM (series often up to 57.1 µM), inactives show at the highest dose activity change, negative = inhibition, most hits filed as inhibitors; hit rate 1.6% among 230,000; AID 2147, 2009; active means well fitted inhibition curve with a large enough effect, not every such curve was filed as active; inconclusive means small, poorly fitted or top-dose-only effect, or another doubt; inactive means no such curve, though single readings can be large or run the other way;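 further: 0% = wells with enzyme and -100% = buffer wells without enzyme; nearly all actives have a fitted effect of over 50% in size; many of its hits are not listed in these tables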
# Target sequence (B2RXH2 1-337 limits assumed): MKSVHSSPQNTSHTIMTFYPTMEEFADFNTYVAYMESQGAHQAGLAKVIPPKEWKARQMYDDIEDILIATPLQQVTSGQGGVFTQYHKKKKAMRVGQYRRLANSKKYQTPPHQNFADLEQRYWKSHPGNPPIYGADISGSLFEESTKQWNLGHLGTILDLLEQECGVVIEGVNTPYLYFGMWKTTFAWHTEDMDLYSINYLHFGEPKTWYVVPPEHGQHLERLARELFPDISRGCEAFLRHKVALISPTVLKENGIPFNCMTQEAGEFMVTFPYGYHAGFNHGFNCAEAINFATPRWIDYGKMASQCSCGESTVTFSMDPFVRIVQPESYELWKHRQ
# GLA spleen mod: qHTS Assay for Inhibitors and Activators of Human alpha-Galactosidase From Spleen Homogenate; human spleen homogenate, 4MU-alpha-Gal fluorescence, 40 min; Potency, µM (top dose mostly 80 µM), for the others: at the top dose activity change, negative = inhibition, actives largely listed as inhibitors; AID 2107, 2009; hit rate 0.008% among 240,000;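 further: 0% = enzyme with vehicle and -100% = no enzyme basal signal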
# Target sequence (P06280 32-429 limits assumed): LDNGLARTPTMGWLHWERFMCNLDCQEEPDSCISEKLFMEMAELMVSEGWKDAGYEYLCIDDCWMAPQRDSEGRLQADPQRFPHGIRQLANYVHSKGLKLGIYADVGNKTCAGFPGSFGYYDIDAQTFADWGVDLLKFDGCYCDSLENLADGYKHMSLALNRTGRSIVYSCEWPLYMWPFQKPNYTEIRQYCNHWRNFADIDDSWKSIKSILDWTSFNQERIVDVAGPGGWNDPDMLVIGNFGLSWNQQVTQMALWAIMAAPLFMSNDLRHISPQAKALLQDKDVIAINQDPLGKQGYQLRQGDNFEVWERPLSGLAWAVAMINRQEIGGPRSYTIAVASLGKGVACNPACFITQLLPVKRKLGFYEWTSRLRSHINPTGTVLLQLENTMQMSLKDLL
#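 Spleen homogenate 1 ug + cpd (titration) + 4-MU-alpha-D-galactopyranoside 1 mM; 37C 40 min; 50 mM citrate/phosphate pH 5.0, 0.01% Tween-20; stop pH 10; fluorescence 365/440; AC50 via Hill.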
# GAA glycogen: qHTS Assay for Inhibitors and Activators of Human alpha-Glucosidase Cleavage of Glycogen; Lysosomal alpha-glucosidase (Homo sapiens), P10253; recombinant GAA, glycogen substrate, Amplex Red glucose oxidase fluorescence; Potency, µM (titrated, usually from 76.4 µM), for inactives: top-dose activity change, negative = inhibition, most hits filed as inhibitors; hit rate 0.38% among 300,000; AID 2100, 2009;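 further: 0% = full enzyme reaction and -100% = no-enzyme basal signal; the screen sought inhibitors and activators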
#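 Natural-substrate format: glycogen cleavage by 4 nM human enzyme, glucose read by Amplex Red coupling (Ex 573, Em 610 nm). Normalized to enzyme and no-enzyme controls.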
# ALDH1A1 inh: qHTS Assay for Inhibitors of Aldehyde Dehydrogenase 1 (ALDH1A1); Aldehyde dehydrogenase 1A1 (Homo sapiens), P00352; Purified ALDH1A1, NADH fluorescence, propionaldehyde substrate; Potency, µM (titrated, usually from 75.3 µM), for inactives: at the highest dose activity, negative = inhibition, actives largely listed as inhibitors; hit rate 7.3% among 220,000; active means well fitted inhibition curve with a large enough effect, not every such curve was filed as active; inconclusive means small, poorly fitted or top-dose-only effect, or another doubt; inactive means no such curve, though single readings can be large or run the other way;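 further: plate controls were no enzyme wells and a reference inhibitor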
# GoLoco inh red: qHTS Assay for Inhibitors of RGS12 GoLoco Motif Activity (Red Fluorophore). Gai1:RGS12 GoLoco peptide FP, rhodamine, 10 min. Potency, µM (series often up to 61.6 µM), for the others: top-dose activity, negative = inhibition, hits mostly inhibitors. hit rate 0.44% among 230,000; active means well fitted inhibition curve with a large enough effect, not every such curve was filed as active; inactive means no such curve, though single readings can be large or run the other way; further: on the % scale 0 is the no-effect control and ±100 the full control effect; nearly all actives have a fitted effect of over 30% in size; many of its hits are not listed in these tables
# Target sequence (P63096 whole entry, looked up): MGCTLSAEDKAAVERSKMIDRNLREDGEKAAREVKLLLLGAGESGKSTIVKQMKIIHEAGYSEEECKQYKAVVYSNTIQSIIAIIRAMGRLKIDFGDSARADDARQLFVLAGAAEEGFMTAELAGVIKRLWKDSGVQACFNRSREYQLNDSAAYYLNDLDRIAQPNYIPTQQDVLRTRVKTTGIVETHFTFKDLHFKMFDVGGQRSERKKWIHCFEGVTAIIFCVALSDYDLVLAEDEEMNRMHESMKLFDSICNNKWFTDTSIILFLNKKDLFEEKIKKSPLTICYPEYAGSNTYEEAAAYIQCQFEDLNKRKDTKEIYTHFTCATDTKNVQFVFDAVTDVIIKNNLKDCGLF
# SMN2 splice up: qHTS Assay for Enhancers of SMN2 Splice Variant Expression | Potency, µM (series often up to 46.1 µM), for the others: at the highest dose activity change, positive = activation, usual class: activators | HEK293 SMN2-luciferase splicing reporter, luminescence, 30-36 h | hit rate 2.8% among 210,000; further: % of control where 0% means no effect; nearly all actives have a fitted effect of over 55% in size
#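 qHTS luciferase splicing reporter: luminescence rises when SMN2 exon 7 is included in transfected HEK293 cells. Compound exposure lasted 30-36 h at 37C, with 4.5 mM final sodium butyrate as control, followed by a ONE-Glo read.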
# * = called active by the depositor; ? = inconclusive; · = not tested or not shown; [ ] = dose if it differs, or a comment. Unless noted, the call rests on the fitted dose curve; in most records, active means well fitted curve in the direction sought with a large enough effect; inconclusive means small, poorly fitted or top-dose-only effect, or another doubt; inactive means no such curve, though single readings can be large; an effect the other way counts as inactive or inconclusive. Potency means the concentration at half of the fitted maximal effect.
compound	SMN2 splice up	GLA spleen mod	GAA glycogen	GoLoco inh red	ALDH1A1 inh	GAA inhib	GAA spleen mod	JMJD2E inh
Cc1ccc(C)c(N/C(N)=N/c2nc(C)cc(C)n2)c1	-27%	-2%	8%	3%	4%	13%	-6%	6%
COC(=O)/C=C1\SC(=NC(=O)c2cccc(Cl)c2)NC1=O	5%	4%	-5%	8%	?	-7%	2%	8%
COc1cc(C(C[N+](=O)[O-])c2c(C)[nH]c3ccccc23)ccc1O (configuration not stated)	3%	3%	?	8%	?	-1%	2%	8%
c1ccc(CN2CCN(C(c3ccccc3)c3nnnn3Cc3ccccc3)CC2)cc1 (configuration not stated)	3%	-1%	4%	11%	-13%	-5%	0%	-3%
CN(c1ccc(C(=O)N2CCCCC2)cc1)S(=O)(=O)c1ccccc1	-55%[inhibitor]	1%	-9%	-6%	2%	-5%	-8%	-3%
COc1cccc(CSc2nnc(CSc3nc4nc(C)cc(C)n4n3)s2)c1	-38%	-7%	-3%	15%	?	-6%	-3%	4%
O=C(N/N=C/c1ccc(C(F)(F)F)cc1)c1ccc(O)cc1	6%	-10%	-11%	8%	2%	-2%	-3%	8%
CC(=O)Nc1cccc(Oc2ncnc3scc(-c4ccc(C)cc4)c23)c1	-25%	4%	-9%	8%	?	-14%	-8%	8%
CN1c2ccccc2C(C)(C)C12CC(c1cccc(S(=O)(=O)N3CCCC3)c1)=NO2 (configuration not stated)	?	7%	-2%	19%	-10%	-5%	10%	-3%
Cc1ccc(C(=O)Nc2ccccc2C(=O)N2CC3(C)CC2CC(C)(C)C3)cc1 (configuration not stated)	3%	-23%	-3%	-1%	-11%	-7%	-9%	2%
CCOC(=O)C(C(=O)Nc1ccc(C)cc1)C1CCCCC1 (configuration not stated)	10%	0%	-15%	5%	8%	1%	2%	-5%
CCc1nnc(NC2=NCCC2)s1	10%	1%	-2%	-7%	-34%	0%	9%	?

compound	SMN2 splice up	GLA spleen mod	GAA glycogen	GoLoco inh red	ALDH1A1 inh	GAA inhib	GAA spleen mod	JMJD2E inh
COc1cccc(NC(=O)COc2ccc(N3CC(C(=O)NCC(C)C)CC3=O)cc2)c1 (configuration not stated)	2%	-2%	-2%	7%	16%	7%	-5%	6%
CCC1(CC)C(=O)N(C)C(=O)NC1=NCc1ccccc1	-3%	-1%	1%	4%	0%	-6%	-1%	-2%
Cc1cccc(NC(=O)CN2CCCN(S(=O)(=O)c3ccc(Br)s3)CC2)c1	-14%	4%	-7%	4%	?	3%	1%	2%
Cc1ccccc1NS(=O)(=O)c1cc(C(=O)NCCC2=CCCCC2)ccc1C	-19%	16%	-14%	2%	?	-8%	1%	-2%
O=C(c1ccc(Cl)c(S(=O)(=O)N2CCCCCC2)c1)N1CCN(CCO)CC1	-25%	0%	-3%	2%	6%	0%	-3%	2%
COc1ccc(CN2CCN(C(=O)c3ccc4nc(N5CCOCC5)sc4c3)CC2)c(OC)c1OC	-21%	2%	3%	2%	5%	0%	3%	?
O=C1NN(c2ccccc2)C(=O)/C1=C/c1coc2ccccc2c1=O	1%	2%	?	2%	9%	-7%	1%	-5%
CCOc1ccc(/C=N/NC(=O)c2ccc(Cn3cc(Br)cn3)o2)cc1	7%	5%	-4%	13%	1%	?	1%	-1%
COc1ccc(-c2cc(C(=O)N3CCN(c4ccccn4)CC3)c3ccccc3n2)cc1	·	1%	0%	·	-3%	-4%	1%	0%
Cc1cc(N)n2ncc(-c3ccc(F)cc3)c2n1	?	-4%	2%	6%	-5%	4%	-4%	?
CCOc1ccc2nc(SCC(=O)c3ccc(C)s3)sc2c1	?	-1%	5%	10%	?	-14%	-1%	-1%
FC(F)(F)c1cnc(COc2cc(Cl)cc(Cl)c2)c(Cl)c1	·	6%	-2%	1%	·	·	-2%	-1%

compound	SMN2 splice up	GLA spleen mod	GAA glycogen	GoLoco inh red	ALDH1A1 inh	GAA inhib	GAA spleen mod	JMJD2E inh
CCCn1c(=O)[nH]c(=O)c2c1nc(-c1ccc(OC(F)F)c(OC)c1)n2CCOC	-2%	7%	7%	13%	?	2%	3%	?
O=C(NCc1ccco1)C1(c2ccccc2)CCCC1	-17%	-6%	1%	-1%	9%	4%	0%	0%
c1cncc(-c2noc(C34CC5CC(CC(C5)C3)C4)n2)c1	13%	-8%	1%	-8%	3%	-2%	-13%	3%
Cc1cccn2c(=O)c(C=NCCO)c(NCc3ccco3)nc12	19%	-6%	-15%	-4%	-9%	-4%	-9%	3%
COc1ccc(/C=C/C(=O)OC2CCCN(C)C2)cc1 (configuration not stated)	-1%	1%	23%	8%	11%	6%	2%	0%
OCCC1CN(Cc2ccncc2)CCN1C1CCCC1 (configuration not stated)	·	-5%	-3%	5%	8%	·	-2%	-10%
Cc1ccc(S(=O)(=O)N2CCC(=O)N(CCOCc3cccc(C(F)(F)F)c3)CC2)cc1	-40%[inhibitor]	24%	-2%	3%	-6%	-10%	-8%	7%
CCOC(=O)c1[nH]c2ccc(OC)cc2c1NC(=O)CN1CCN(c2ccccn2)CC1	-2%	-1%	-1%	12%	-9%	-11%	-6%	?
Cn1nc([N+](=O)[O-])nc1Oc1ccc(C(C)(C)C)cc1	-36%[inhibitor]	-7%	-3%	1%	-14%	-1%	1%	-3%
CC(C)(C)c1ccc(-c2nc(NCc3cccnc3)c3ccccc3n2)cc1	25µM*	4%	-6%	4%	11%	-12%	-5%	?
Cc1noc(C)c1C(=O)N1CCC2(CCN(C(=O)Nc3ccccc3)CC2)CC1	-18%	-5%	·	8%	?	·	-15%	·
Brc1ccc(-c2csc(NC3=NCCCCC3)n2)cc1	?	-2%	9%	6%	-2%	-3%	-4%	-5%

compound	SMN2 splice up	GLA spleen mod	GAA glycogen	GoLoco inh red	ALDH1A1 inh	GAA inhib	GAA spleen mod	JMJD2E inh
Cc1ccc(C(=O)C(C)N(C(=O)c2ccc(Cl)cc2Cl)N2C(=O)CCCC2=O)cc1 (configuration not stated)	-9%	-8%	-17%	8%	-1%	5%	-3%	-3%
COC(=O)c1sc(NC(=O)COc2c(C)cccc2C)nc1C	0%	6%	-6%	4%	-13%	?	-8%	-2%
CC(=O)c1cnc2cc(-c3cccc(Br)c3)nn2c1C	11µM*	1%	-4%	6%	2%	-1%	·	?
CC1(OC(=O)c2ccco2)C(=O)C=C2C=C(c3ccc(C#N)cc3)OC=C2C1=O (configuration not stated)	2%	-1%	·	12%	-4%	·	-3%	-12%
CSC(=NCc1ccco1)NC#N	·	3%	5%	-4%	·	·	1%	7%
CCOc1cc(-c2nc(C)c(C(C)=O)n2O)ccc1OCC(=O)Nc1cccc(C)c1	-5%	5%	4%	2%	?	5%	-1%	?
Cc1cc(Cl)ccc1N(CC(=O)NCc1ccc2c(c1)OCO2)S(C)(=O)=O	-18%	-6%	17%	-6%	2%	5%	6%	7%
Cc1c(C(=O)N/N=C/c2ccccc2)sc(=S)n1C	-10%	1%	-11%	8%	7%	6%	0%	5%
COc1ccc(N/C(=C(/C(Cl)=C(Cl)Cl)[N+](=O)[O-])n2nnc3ccccc32)cc1OC	-33%	2%	15%	15%	?	-4%	-3%	?
COc1cnc(SCc2c(Cl)cccc2Cl)nc1Cl	-2%	-5%	-2%	-9%	?	-3%	-5%	-4%
Nc1[nH]ncc1-c1ccc(F)cc1	-3%	5%	-4%	-9%	9%	3%	3%	2%
S=C(NCc1ccco1)N1CCN(c2ccccn2)CC1	?	-3%	12%	6%	?	6%	-3%	?

compound	SMN2 splice up	GLA spleen mod	GAA glycogen	GoLoco inh red	ALDH1A1 inh	GAA inhib	GAA spleen mod	JMJD2E inh
Fc1ccc(Nc2nnc(C(F)(F)F)s2)cc1Cl	·	8%	-6%	0%	-6%	-5%	2%	-10%
Cc1ccc(NC(=O)NNC(=O)c2snnc2C)cc1	13%	5%	-20%	10%	?	-5%	·	-7%
COc1cc(/C=c2\sc3n(c2=O)C(c2ccccc2)C(c2ccccc2)=NN=3)ccc1O (configuration not stated)	·	0%	-20%	·	-2%	-11%	-3%	-2%
C#CCOCCOCCOCCNc1nc(N2CCN(C(=O)[C@H](CCC(=O)O)n3cc(C(N)Cc4ccc(O)cc4)nn3)CC2)nc(N2CCN(C(=O)[C@H](CCC(=O)O)n3cc(C(N)CC(C)C)nn3)CC2)n1 (some centres not stated)	·	6%	-12%	3%	?	·	-4%	-9%
Cc1ccc(-c2noc(=O)n2CC(=O)c2ccc(Cl)cc2)cc1	·	1%	16%	7%	1%	-6%	-3%	-2%
Cc1ccc(NC(=O)COC(=O)c2cccc3c2C(=O)c2ccccc2C3=O)c(C)c1	-13%	1%	-9%	8%	22%	-10%	2%	-4%
NC(=O)COC(=O)c1cc(S(=O)(=O)N2CCN(c3ccccc3)CC2)ccc1Cl	12%	-7%	11%	-6%	2%	-6%	-2%	1%
COc1ccccc1NC(=S)NCc1ccccn1	1%	2%	5%	5%	-6%	4%	-7%	-10%
COc1ccc(-c2noc(CSc3nc(-c4ccccc4)cc(=O)[nH]3)n2)cc1OC	13%	15%	32%	5%	?	-8%	17%	-4%
O=C(CCCCCCCCCCCCC1CCCC1)Nc1ccc(S(=O)(=O)c2ccc(NC(=O)CCCCCCCCCCCCC3CCCC3)cc2)cc1	-5%	2%	·	12%	0%	·	-8%	2%
CCCSc1nc2c(c(=O)[nH]c(=O)n2C)n1CCc1ccccc1	-5%	4%	3%	-9%	?	0%	0%	7%
COc1ccc2nccc(C(N)=O)c2c1	·	-7%	7%	-50%	·	·	-2%	?

# Some of the compounds tested, so the mix of outcomes need not match the whole.
